# Lipid storage S3 = qHTS Assay for Lipid Storage Modulators in Drosophila S3 Cells | Drosophila S3 cells, BODIPY lipid droplet fluorescence, 18-24 h; cells fed with added oleic acid | Potency in µM for hits, for the others lipid storage change, negative = inhibition, % at the top dose, mostly 46.1 µM | 320,000 compounds, 0.64% hits; active means well fitted inhibition curve with a large enough effect in the signal ratio, with a control signal flat, not every such curve was filed as active; inconclusive means small, poorly fitted or top-dose-only effect, or effect the other way, or a change in a side signal; the % refers to the signal ratio
#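 Laser-scanning cytometry quantifies lipid droplet accumulation (500–530 nm total intensity; droplet/cell object ratio) in oleic acid-fed (400 uM added) Drosophila S3 cells treated with a concentration series. 20 uM Triacsin C defined 100% inhibition.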
# Lipid storage S3 cell count max = second read-out of Lipid storage S3, no call of its own (marks repeat the call); cell number change, %; measured here: cell count max response;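 cells counted by Cell Tracker Red CMTPX staining in the red channel; peak over a dose series mostly up to 46.1 µM; percent activity relative to internal control wells on each plate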
# Active calls of the source: *; i = inactive; ? = inconclusive; nt = no result given. On the % scale 0 is the no-effect control and ±100 the full control effect; potency means the concentration at half of the fitted maximal effect. The list is partial. The share of hits here may be higher or lower than overall.
# Sample of the layout, 2 compounds:
SMILES,Lipid storage S3,Lipid storage S3 cell count max
Cc1ccc(S(=O)(=O)N/N=C/c2ccccc2O)cc1,18.7%,9.4
O=C(CN1CCN(C(=O)c2ccco2)CC1)NCc1ccc(Cl)cc1,i,-4.1

# The whole of this part, repeating the preview:
SMILES,Lipid storage S3,Lipid storage S3 cell count max
Cc1ccc(S(=O)(=O)N/N=C/c2ccccc2O)cc1,18.7%,9.4
O=C(CN1CCN(C(=O)c2ccco2)CC1)NCc1ccc(Cl)cc1,i,-4.1
Cc1cccc(-c2nnc(-c3ccc(N)cc3)o2)c1,?,nt
N#Cc1c(/N=C/C=C/c2ccccc2)sc2c1CCCC2,?,nt
CCc1nc2ccccc2n1CC(=O)N1CCN(Cc2ccccc2)CC1,?,nt
CC(C)n1c(NCCc2ccccc2)nc2c1c(=O)n(C)c(=O)n2C,?,nt
COC(=O)c1noc(-c2ccc(C)cc2)n1,?,nt
CC(=O)Nc1ccc(/C=N/NC(=O)c2cccc(S(=O)(=O)N3CCOCC3)c2)cc1,-4.7%,2.1
COc1cc(/C=C/C(=O)O)cc(S(=O)(=O)Nc2ccccc2Cl)c1OC,?,nt
O=S(=O)(CCN1C=CC(C(F)(F)F)=NCC1)c1ccc(F)cc1,?,nt
CCOCCCNC(=S)Nc1ccc2nc(N3CCCC3)cc(C)c2c1,13.1%,-12.3
O=C(/C=C/c1ccccc1[N+](=O)[O-])NCC1CCCO1 (configuration not stated),-5.6%,-22.7
COCCNC(=S)N/N=C/c1ccccc1C(=O)O,?,nt
O=C1CCC(C(=O)NCc2cccnc2)N1 (configuration not stated),2.5%,3.4
CCc1noc(C)c1C(=O)N1CCCSC1=Nc1ccccc1,20.3%,nt
CN1CCN(c2ccc(S(=O)(=O)N3CCCCC3)cc2NC(=O)COc2ccc([N+](=O)[O-])cc2)CC1,?,nt
Cc1sc(N2C(=O)C3C(C2=O)[C@H]2C=C[C@@H]3C2)c(C#N)c1C (some centres not stated),?,nt
COCCN(C(=O)COc1ccccc1)c1nnc(-c2cccnc2)s1,17.7%,2.3
COc1cccc(CNC(=O)C2CCN(C(=O)N3CC(C)Oc4ccccc43)CC2)c1 (configuration not stated),?,nt
Cc1ccc(C(CNS(=O)(=O)c2ccc([N+](=O)[O-])cc2)N2CCN(C)CC2)cc1 (configuration not stated),?,nt
Cc1cccc(CCNS(=O)(=O)c2ccc(S(=O)(=O)N3CCCCC3)cc2)c1,?,nt
Cc1cccc(OCCCC(=O)Nc2nccs2)c1,25.0%,-4.8
O=C(CNC(=O)c1cnccc1C(F)(F)F)c1cccc(Cl)c1,?,nt
Cc1ccnc2nc(C(=O)OCC(=O)Nc3ccc([N+](=O)[O-])cc3Br)nn12,6.1%,-10.7

# Entries of single compounds, looked up by structure. Order of values: Lipid storage S3 | Lipid storage S3 cell count max
# Cc1cccc(CCNS(=O)(=O)c2ccc(S(=O)(=O)N3CCCCC3)cc2)c1 is entered as ? | nt
# O=C1CCC(C(=O)NCc2cccnc2)N1 (configuration not stated) is entered as 2.5% | 3.4
# COCCNC(=S)N/N=C/c1ccccc1C(=O)O is entered as ? | nt
# Cc1cccc(OCCCC(=O)Nc2nccs2)c1 is entered as 25.0% | -4.8

# (next part)
SMILES,Lipid storage S3,Lipid storage S3 cell count max
CCN1CCN(C(c2cccs2)C(C)NC(=O)C(C)C)CC1 (configuration not stated),-1.4%,0.3
CCN1C(=O)C2(SC(NC(C)=O)=NN2C(C)=O)c2cc(C)cc(C)c21 (configuration not stated),?,nt
Cc1nn2c([nH]c(=O)c3ccccc32)c1C=O,?,nt
O=C(N/C(=C/c1cccs1)C(=O)N1CCCCCC1)c1ccccc1,-2.8%,-0.5
Cc1ccc(C)c(CNS(=O)(=O)c2c(C(=O)N3CCCC3)c(C)n(C)c2C)c1,?,nt
CC(NC(=O)c1ccncc1)c1ccc(Cl)cc1Cl (configuration not stated),7.3%,5.4
CC1CC(C)CN(S(=O)(=O)c2ccc3c(c2)oc(=O)n3CC(=O)NCc2cccnc2)C1 (configuration not stated),-5.8%,14.6
CC(C)NC(=O)c1cc2cc([N+](=O)[O-])ccc2s1,-15.5%,-8.3
CC1(C)Cc2c(cnn2-c2ccccc2)C(=O)/C1=N\NC(=O)c1ccccc1N,?,nt
Cc1cc(C(=O)N2CCCc3ccccc32)no1,?,nt
CN(C(=O)COC(=O)c1cc2c(s1)CCCCC2)C1CCS(=O)(=O)C1 (configuration not stated),11.0%,-15.5
CC(=O)c1ccc(N(C(=O)CNC(=O)c2ccco2)C(C(=O)NC2CCCC2)c2cccnc2)cc1 (configuration not stated),i,-12.4
Cc1cccc(NCC(=O)N/N=C\c2ccc[nH]2)c1,9.3%,nt
CC(C)c1onc(C(=O)N2CCCCC2C)c1[N+](=O)[O-] (configuration not stated),15.2%,17.2
CC(C)Oc1ccc(C2CC(=O)N(c3ccc(N(C)C)cc3)C2=O)cc1 (configuration not stated),0.9%,7.7
Brc1ccccc1-c1cnco1,10.0%,-0.4
O=C(Cc1ccc(Br)cc1)N1CCN(c2ccc(F)cc2)CC1,?,nt
CCc1ccccc1NC(=S)N(CCCN1CCN(C)CC1)Cc1cccs1,-1.5%,1.1
CC(C)c1cc(=O)oc2c3c4c(cc12)CCCN4CCC3,?,nt
COc1ccc(Cn2nnnc2C(c2ccc(N(C)C)cc2)N2CCC(C)CC2)cc1 (configuration not stated),9.0%,6.1
COc1ccccc1N1CCN(C(=O)CSc2ncccc2-c2nc3ccccc3[nH]2)CC1,?,nt
CN1CCCN(C(=O)c2ccc(Br)cc2)CC1,-7.9%,7.6
CCCCn1c(SCC(=O)Nc2cc(C)on2)nc2ccccc2c1=O,?,nt
Cc1ccn2c(C(=O)N/N=C/c3ccc(CNC(=O)C(=O)Nc4ccc(C)c(C)c4)o3)c(C)nc2c1,?,nt

# Taken from above:
# Brc1ccccc1-c1cnco1 @ Lipid storage S3 cell count max = -0.4
# Cc1cccc(NCC(=O)N/N=C\c2ccc[nH]2)c1 @ Lipid storage S3 = 9.3%
# CCc1ccccc1NC(=S)N(CCCN1CCN(C)CC1)Cc1cccs1 @ Lipid storage S3 cell count max = 1.1

# Remaining list, next part
SMILES,Lipid storage S3,Lipid storage S3 cell count max
Cc1ccc(S(=O)(=O)NCCNc2ccccc2[N+](=O)[O-])cc1,13.5%,-9.3
COc1cc(CC(=O)OCC(=O)Nc2ccc3c(c2)OCCO3)cc(OC)c1OC,?,nt
COCCCNCCCCOc1ccc(C)cc1[N+](=O)[O-],?,nt
O/N=C(\C[n+]1ccccc1)c1ccc(Br)cc1,1.2%,8.1
CCC(C)C(NC(=O)OC(C)(C)C)C(=O)NC(C(=O)NC(C)C(N)=O)C(C)C (configuration not stated),11.7%,4.1
CC(=O)c1ccc(N2CCN(C(=O)c3ccco3)CC2)c(F)c1,26.2%,-15.4
COc1ccc(N(CC(=O)NCc2ccc3c(c2)OCO3)S(=O)(=O)c2ccccc2[N+](=O)[O-])c(OC)c1,?,nt
Cc1cccc(-c2ncc(CN3CCC(CO)(CCCc4ccccc4)CC3)cn2)c1,?,nt
CCN(CC)c1ccc(C=Nc2ccc(N(C)C)cc2)c(O)c1,?,nt
O=C(N/N=C/c1cccnc1)c1ccc2c(c1)OCO2,16.2%,nt
O=C(C1CCC1)N1CCC(O)(c2cccc(F)c2)CC1,2.1%,12.2
COc1cc(OC)cc(C(=O)NCCCNC(=O)c2ccccn2)c1,i,23.8
COc1ccc(NC(=O)CN2CCOCC2)cc1,-2.5%,-5.0
Cc1cc2cc(CN(Cc3ccc4c(c3)OCO4)Cc3nnnn3C3CCCC3)c(=O)[nH]c2cc1C,?,nt
COc1cc(/C=N/NC(=O)c2nc(C)cc(C)n2)ccc1O,?,nt
O=C(CSc1nnc(Cc2ccccc2)n1C1CCCCC1)N1CCOCC1,?,nt
COC(=O)c1ccc(=O)n(CC(=O)c2ccc(Cl)cc2)c1,?,nt
O=C(COc1ccc(Cl)cc1)N1CCN(c2ccc([N+](=O)[O-])c(N3CCCCC3)c2)CC1,i,nt
CC(=O)OCC(OC(C)=O)C(OC(C)=O)C(OC(C)=O)C(=O)Nc1ccccc1C (configuration not stated),?,nt
COc1ccc(C)cc1S(=O)(=O)N(C)CC(=O)NC1CCCCCC1,?,nt
Cc1ccc(C(=O)O)cc1NC(=O)Nc1ccc2c(c1)OCO2,3.1%,5.4
COc1ccc(NC(=O)CCc2c(C)nc3nc(CNC(=O)c4cccc(F)c4)nn3c2C)cc1OC,i,nt
CSC(=NC(C)c1ccccc1)NS(=O)(=O)c1cccs1 (configuration not stated),-5.9%,2.9
C=C1CCN(c2ccc(C(=O)NCc3ccccc3)cc2[N+](=O)[O-])CC1,-4.0%,-10.2
CN1C(=O)/C(=C/c2ccc(OC(=O)c3ccco3)cc2)SC1=S,i,-4.8
COc1ccc(/C=N\NC(=O)c2c(C)nc3ccc(Br)cn23)cc1,?,nt
O=C(NCc1cccs1)C(=O)NCC1OCCCN1S(=O)(=O)c1ccc(F)cc1 (configuration not stated),?,nt
Cc1ccc(/C=N/n2c(C)nnc2C)o1,?,nt
N#CC(c1nc2ccccc2nc1OCCO)S(=O)(=O)c1ccccc1 (configuration not stated),-0.3%,19.2
CCn1nc(C)c(Br)c1-c1nc(-c2ccc(C)cc2)no1,?,nt
CCOc1cccc2sc(NC(=O)c3ccc(Br)s3)nc12,?,nt
COc1ccc(/C=C(/NC(=O)c2ccco2)C(=O)N2CCCC2=O)cc1,?,nt
Cc1cc(NCCCO)n2nc(-c3cccs3)cc2n1,4.0%,2.8
Nn1c(SCc2cccc(Br)c2)nnc1-c1ccncc1,-2.9%,10.8
CN(Cc1cccc(F)c1)C(=O)c1cc(S(=O)(=O)N2CCOCC2)ccc1N1CCCC1,2.6%,-6.7
Cc1cc(C=O)c(C)n1-c1cc(C(F)(F)F)ccc1N1CCOCC1,?,nt
CCCCN(C(=O)CNC(=O)c1ccco1)C(C(=O)NC1CCCC1)c1ccc(OC)cc1 (configuration not stated),?,nt
CC(Sc1nncn1C)C(=O)Nc1nnc(C(C)C)s1 (configuration not stated),?,nt
C[C@H]1CCC(=O)N([C@H](CSc2ccc(Br)cc2)Cc2ccccc2)CC1,?,nt
O=C1N(Cc2cccc(Cl)c2)C[C@@H]2C[C@@H](c3c[nH]c4ccccc34)N3CCC[C@@]123,?,nt
CCC(C)Nc1nc(N)c([N+](=O)[O-])c(Nc2ccccc2OC)n1 (configuration not stated),-3.5%,2.7
COc1ccc(C)cc1S(=O)(=O)N1CC(C)OC(C)C1 (configuration not stated),?,nt
O=C(N/N=C/c1ccc2nccnc2c1)c1cccc([N+](=O)[O-])c1,?,nt
O=C(NCc1ccc(F)cc1)C(c1ccccc1)N(C(=O)c1csnn1)C1CCCC1 (configuration not stated),?,nt
COc1cc([N+](=O)[O-])ccc1NC(=O)NCc1ccccn1,?,nt
CSc1ccc(CN2CCC(n3nccc3NC(=O)c3ccccc3C)CC2)cc1,i,nt
Cc1ccc(-n2c(C)c(C)c3c(NCCCO)ncnc32)cc1,?,nt
O=c1oc2ccccc2c(O)c1/C=N/c1ncccn1,-3.8%,9.4
COCCNC(=O)c1ccccc1-c1nc(-c2ccccc2Cl)no1,?,nt
CN(C(=O)C1CCOC1)c1nnc(-c2cccnc2)s1 (configuration not stated),?,nt
Cc1ccnc(NC(=O)Nc2ccc3c(c2)OCO3)c1,5.5%,19.6
CC(C)(C)NC(=O)COC(=O)c1ccc(NC(=O)CC#N)cc1,?,nt
COC(=O)Cc1ccc(NC(=S)NCCO)cc1,-6.5%,9.2
CNc1ncc(C(=O)C(C)(C)C)s1,?,nt
CCOC(=O)C1C(c2ccccc2)C(C(=O)OCC)C1c1ccccc1 (configuration not stated),0.2%,1.3
CC(C)Oc1ccc(CN2CCC(n3nccc3NC(=O)c3cccnc3)CC2)cc1,?,nt
O=C(CCCN1C(=O)C2CC=CCC2C1=O)Nc1ccccc1Cl (configuration not stated),?,nt
Cc1ccc(NC(=O)c2ccccc2NS(=O)(=O)c2ccc(Cl)s2)cc1,?,nt
CC(OC(=O)Cn1cnc2c1c(=O)n(C)c(=O)n2C)C(=O)NC1(C#N)CCCCC1 (configuration not stated),?,nt
Cn1nnnc1SCC(=O)NNC(=O)c1ccc(Br)cc1,i,nt

# New compounds follow
SMILES,Lipid storage S3,Lipid storage S3 cell count max
Nc1ccccc1C(=O)NNC(=O)C(=O)/C=C(\O)c1ccccc1,1.6%,nt
CC(C)(C)c1ccc(OC(=O)Cn2c(C(F)(F)F)nc3ccccc32)cc1,13µM*,-15.3*
O=C(C1CCCN(c2nnc(-n3cccc3)s2)C1)N1CCN(c2ccccc2)CC1 (configuration not stated),?,nt
CCNS(=O)(=O)c1ccc(NC(=S)NCc2ccco2)cc1,16.7%,-4.9
CC(CN1CCOCC1)OC(=O)c1ccc(Cl)cc1Cl (configuration not stated),?,nt
CCOC(=O)CNC(=O)Cn1cnc2c(nnn2-c2ccccc2)c1=O,i,22.2
CCOc1ccc2[nH]c(SCC(=O)OC)c([N+](=O)[O-])c2c1,?,nt
O=c1cc(N2CCc3ccccc3C2)[nH]c(=O)n1-c1ccc(Br)cc1,i,nt
C/C(CC(=O)Nc1cc(C)ccn1)=N\NC(=O)c1cccc(F)c1,?,nt
O=C(NCCn1cc(SCC(=O)N2CCOCC2)c2ccccc21)c1ccccc1,i,-7.7
